# Compound activity from PubChem.
# Yeast superoxide = caloric restriction mimetics inhibiting age-related superoxide in yeast; S. cerevisiae aged cells, superoxide DHE fluorescence; stronger effect = lower value; superoxide response (% of plate mean), % at 10 µM; actives 0.18% (n = 330,000);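 active = superoxide response under a set limit, about three screen SD below normal, cut at about 65% in these data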;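 also: yeast aged for seven days with compound at 30 °C before DHE staining; 100% = average MFI of all compound-treated wells on the plate with controls excluded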
# RPL19A TOR yeast = modulators of TOR pathway RPL19A-GFP in S. cerevisiae. percent response vs DMSO, % at 10 µM. S. cerevisiae RPL19A-GFP strain, flow cytometry, 3 h; stronger effect = lower value. actives 0.3% (n = 330,000);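 active = percent response vs DMSO below 50%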;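 also: median channel GFP fluorescence of the barcoded RPL19A-GFP strain; ratio of sample median GFP to plate DMSO average so 100% = DMSO; lower means less RPL19A-GFP as with rapamycin TOR inhibition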
# procasp7 counter = counter-screen for procaspase-3 activators: activators of human procaspase-7. P55210. recombinant procaspase-7, Ac-DEVD-pNA absorbance 405 nm; D23A/D198A/D206A triple mutant, cannot self-cleave; scale: DMSO 0, 5 µM enzyme 100. activation, % at 8.5 µM. actives 0.093% (n = 330,000);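 active = percent activation above the screen-wide mean plus 3 SD, cut at about 25% in these data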
# Target sequence (P55210 whole entry D23A/D198A/D206A): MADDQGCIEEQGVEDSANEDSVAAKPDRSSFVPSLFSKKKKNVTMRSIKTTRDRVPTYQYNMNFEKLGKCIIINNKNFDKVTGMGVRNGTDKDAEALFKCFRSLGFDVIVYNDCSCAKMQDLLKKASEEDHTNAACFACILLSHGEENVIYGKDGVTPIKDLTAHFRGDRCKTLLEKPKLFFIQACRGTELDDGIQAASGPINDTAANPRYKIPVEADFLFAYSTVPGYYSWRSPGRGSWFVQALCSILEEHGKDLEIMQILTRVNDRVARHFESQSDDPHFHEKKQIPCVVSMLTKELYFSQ
#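 Assay system: Uncleavable procaspase-7 mutant enzyme; Input: 2 µM procaspase-7 mutant as dispensed; Also added: DEVD-pNA substrate; Medium: Zinc-free HEPES pH 7.4 with 300 mM NaCl, 0.01% Triton X-100; Timing: 1 h compound preincubation, 2 h substrate cleavage, 25 °C; Measured by: Epi-absorbance of released pNA at 405 nm, two timepoints.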
# MEP2-GFP yeast = modulators of TOR pathway MEP2-GFP in S. cerevisiae; S. cerevisiae MEP2-GFP strain, flow cytometry GFP, 3 h; 100% = DMSO control level; actives 0.51% (n = 330,000); GFP response vs DMSO, % at 10 µM;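 active = GFP response versus DMSO above a set limit, roughly screen mean plus 3 SD, cut at about 180% in these data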;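 also: median GFP fluorescence of the barcode-gated MEP2-GFP cells per well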
# AHR act = activates the human aryl hydrocarbon receptor; P35869; AHR-responsive luciferase reporter cells, luminescence; activation, % at 5 µM; actives 2.5% (n = 320,000); in the data active = activation above about 47%;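 also: 0% = vehicle wells and 100% = reference agonist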
# procasp3 activ = activates human procaspase-3; recombinant procaspase-3 D3A, Ac-DEVD-pNA absorbance 405 nm; P42574; activation, % at 8.5 µM; actives 0.11% (n = 330,000);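 active = activation above the mean of all tested compounds plus 3 SD, cut at about 21% in these data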;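 also: 0% = DMSO alone and 100% = DMSO wells spiked with extra 5 µM PC-3 D3A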
# Target sequence (P42574 whole entry D9A/D28A/D175A): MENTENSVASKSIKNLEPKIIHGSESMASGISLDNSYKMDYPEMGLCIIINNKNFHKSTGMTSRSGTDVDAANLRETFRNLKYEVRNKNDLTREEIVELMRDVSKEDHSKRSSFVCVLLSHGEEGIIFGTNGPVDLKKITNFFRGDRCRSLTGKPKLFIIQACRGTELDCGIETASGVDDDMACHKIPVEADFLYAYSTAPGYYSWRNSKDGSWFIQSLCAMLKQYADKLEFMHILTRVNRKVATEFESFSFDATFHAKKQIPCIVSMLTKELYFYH
#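 material = Procaspase-3 D3A mutant | probe or stimulus = Ac-DEVD-pNA | compound = single dose, 8.5 µM nominal compound, 0.8% DMSO | timing = 1 h preincubation, 2 h reaction | measured by = 405 nm absorbance of p-nitroaniline, reads at 0 and 120 min | benchmarks = DMSO-only low control, 5 µM PC-3 D3A high control | repeats = singlicate, each compound tested once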
# LAP4-GFP MLPCN = alters LAP4-GFP fluorescence in TOR pathway yeast screen. actives 0.34% (n = 320,000). GFP response vs DMSO, % at 10 µM. S. cerevisiae LAP4-GFP multiplex, flow cytometry GFP, 3 h; median GFP as percent of DMSO wells. AID 2023;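 active = GFP response vs DMSO above a set limit, about the screen mean plus 3 SD, cut at about 150% in these data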
# GASC-1 inh = human JMJD2C demethylase inhibition. AID 2099. actives 0.069% (n = 330,000). GST-JMJD2C(1-420) H3K9me3 demethylation, DELFIA europium. Q9H3R0. inhibition, % at 2.35 µM;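 active = more than half of a compound's replicate wells show inhibition beyond 50%, single wells judged on their own value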;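 also: signal counts dimethyl H3K9 product captured on neutravidin plate; 0% = median of DMSO wells and 100% = 0.3 times that DMSO median; strong numbers were not always called active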
# Target sequence (Q9H3R0 1-420 limits assumed): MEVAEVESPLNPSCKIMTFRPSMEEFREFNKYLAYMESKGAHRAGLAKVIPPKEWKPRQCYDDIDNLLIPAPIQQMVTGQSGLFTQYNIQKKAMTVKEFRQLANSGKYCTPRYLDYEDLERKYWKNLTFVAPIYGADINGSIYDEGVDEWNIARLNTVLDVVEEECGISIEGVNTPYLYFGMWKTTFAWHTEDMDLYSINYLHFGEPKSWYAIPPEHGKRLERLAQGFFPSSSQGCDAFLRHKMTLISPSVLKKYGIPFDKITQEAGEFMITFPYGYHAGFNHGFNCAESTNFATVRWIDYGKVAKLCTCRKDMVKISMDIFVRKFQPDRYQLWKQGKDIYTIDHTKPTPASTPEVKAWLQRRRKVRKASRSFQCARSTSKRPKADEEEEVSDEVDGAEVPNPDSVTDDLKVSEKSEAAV
# Starred values were filed as active, the others as inactive; . = no result given. This is a random part of the collection; 3.8% or so of the library scored in one or more.
Structure	Yeast superoxide	RPL19A TOR yeast	procasp7 counter	MEP2-GFP yeast	AHR act	procasp3 activ	LAP4-GFP MLPCN	GASC-1 inh
COc1ccc(N2C(=O)CCC(C(=O)N3CCC(C(N)=O)CC3)C2c2ccc(F)cc2)cc1 (centres undefined)	107	100	5	101	-1	7	102	6
CC(=O)NC(=O)COC(=O)/C=C/c1c(C)nn(Cc2c(Cl)cccc2Cl)c1Cl	118	98	2	95	1	1	91	1
CCn1c(SCC(=O)NCC2CCCO2)nc2cc(S(=O)(=O)N3CCCCC3)ccc21 (centres undefined)	103	98	4	103	1	13	106	-8
Cc1cc(C)[n+](-c2ccc(Oc3ccccc3)c(S(=O)(=O)[O-])c2)[nH]1	96	97	4	99	0	-11	102	1
NC(=O)c1ccc(NC(=O)CSc2nnc(-c3ccc4c(c3)OCO4)o2)cc1	109	100	1	104	11	8	104	0
COc1ccc(O)c(C2(O)C(=O)c3ccccc3C2=O)c1	103	104	1	107	2	-2	106	15
COc1ccc(NC(=S)N/N=C/c2cccn2Cc2ccccc2F)cc1	99	106	-5	103	20	0	96	9
Cc1cc2nc(-c3ccc(=O)[nH]c3)n(C)c2cc1C	94	98	.	96	.	.	85	-5
COC(=O)Cn1nc(-c2ccccc2)n(-c2ccccc2)c1=S	109	98	-6	95	1	-3	103	-3
CC1C=CCC2C(=O)N(c3ccccc3OC(=O)c3ccco3)C(=O)C12 (centres undefined)	94	100	7	91	0	10	111	9
O=S(=O)(NC1CCN(Cc2ccccc2)CC1)c1ccc(Cl)cc1	95	93	6	92	2	2	101	-6
O=C(c1ccccc1NS(=O)(=O)c1cccc([N+](=O)[O-])c1)N1CCOCC1	118	99	7	85	-3	26*	89	-1

# Structures listed above printed as active in procasp3 activ:
structure	RPL19A TOR yeast	MEP2-GFP yeast	AHR act	procasp3 activ	LAP4-GFP MLPCN	GASC-1 inh
O=C(c1ccccc1NS(=O)(=O)c1cccc([N+](=O)[O-])c1)N1CCOCC1	99	85	-3	26*	89	-1

# Molecules from the list above that have a Cl atom (2):
Structure	Yeast superoxide	RPL19A TOR yeast	procasp7 counter	MEP2-GFP yeast	AHR act	procasp3 activ	LAP4-GFP MLPCN	GASC-1 inh
CC(=O)NC(=O)COC(=O)/C=C/c1c(C)nn(Cc2c(Cl)cccc2Cl)c1Cl	118	98	2	95	1	1	91	1
O=S(=O)(NC1CCN(Cc2ccccc2)CC1)c1ccc(Cl)cc1	95	93	6	92	2	2	101	-6

# (further entries)
Structure	Yeast superoxide	RPL19A TOR yeast	procasp7 counter	MEP2-GFP yeast	AHR act	procasp3 activ	LAP4-GFP MLPCN	GASC-1 inh
O=C(CN1CCN(c2ccccn2)CC1)Nc1ccc(Cl)c(C(F)(F)F)c1	102	105	1	102	6	9	94	0
CC1CCc2c(sc3nc(CN4CCN(S(=O)(=O)c5ccccc5[N+](=O)[O-])CC4)[nH]c(=O)c23)C1 (centres undefined)	142	95	5	93	2	-5	93	0
CC(C)(C)S(=O)(=O)c1ccsc1C(=O)O	101	108	9	102	-2	-7	95	-5
O=S(=O)(N1CCCCCC1)N1CCN(S(=O)(=O)N2CCOCC2)CC1	97	96	-3	100	1	-1	98	0
COc1ccc(CN(C)c2ncnc(N)n2)cc1	98	87	9	91	1	5	89	-15
COc1ccc(S(=O)(=O)N2CC(O)C[C@H]2C(=O)OCC(=O)N2CCCCCC2)cc1 (some centres undefined)	84	99	9	95	2	4	111	-5
C=CCN(c1ccccc1)S(=O)(=O)c1cccc(C(=O)NC2CCC(O)CC2)c1 (centres undefined)	103	98	-3	96	-1	10	103	14
Cc1cccnc1NC(=O)C1CCN(S(=O)(=O)c2c(C)noc2/C=C/c2ccco2)CC1	104	104	-3	108	-2	1	99	-2
CCOC(=O)/C(C#N)=C/c1ccc(N2CCCCC2)cc1	99	102	-38	103	15	-20	102	12
COc1ccccc1CNS(=O)(=O)c1cc(-c2cc(C)no2)ccc1C(C)C	92	103	5	102	14	-8	97	-5
Cc1ccccc1NC(=O)CCC(=O)OCC(=O)c1cccc([N+](=O)[O-])c1	94	95	1	120	2	8	117	1
COc1ccc(C(=O)NCCNc2ccc([N+](=O)[O-])cn2)cc1	114	101	-5	98	11	-2	95	-5

# (list continues)
Structure	Yeast superoxide	RPL19A TOR yeast	procasp7 counter	MEP2-GFP yeast	AHR act	procasp3 activ	LAP4-GFP MLPCN	GASC-1 inh
Cc1nnc(NC(=O)CSc2nccn2Cc2ccccc2)s1	116	95	0	99	-4	7	96	1
C[C@H](CO)N1C[C@H](C)[C@@H](CN(C)CC2CCCCC2)Oc2ccc(NS(C)(=O)=O)cc2C1=O	96	103	0	99	0	4	91	-4
COc1ccc(CCNC(=O)c2cc(=O)c3ccc(C)cc3o2)cc1OC	109	107	9	99	29	4	92	9
C=C[C@@H]1c2ccccc2N(S(=O)(=O)c2ccc(C)cc2)[C@H](c2ccccc2C(F)(F)F)C1(C#N)C#N	107	99	9	101	7	4	98	4
Cc1cc(=O)oc2cc(OCC(=O)N3c4ccccc4CC3C)ccc12 (centres undefined)	98	98	12	101	17	-1	99	6
NS(=O)(=O)c1ccc(CNC(=O)c2cc(-c3cccnc3)nc3ccc(Cl)cc23)cc1	85	101	8	92	0	-4	100	0
CS(=O)(=O)c1ccc(Cl)c(NC(=O)COC(=O)CNC(=O)c2ccccc2)c1	116	105	3	101	1	7	92	-16
COc1ccc(/C=N/Nc2nc(-c3ccc(C)cc3)c(C#N)c(=O)[nH]2)cc1	86	91	1	124	1	9	83	-4
N#CCC(=O)Nc1ccc(C(F)(F)F)cc1N1CCOCC1	95	98	9	108	1	5	100	-27
O=C(NNC(=O)c1ccccc1F)c1ccc2[nH]c(=O)c(=O)[nH]c2c1	89	99	7	106	4	-3	97	7
O=C(c1cnn(C(=O)CN2CCCC2=O)c1)c1ccccc1O	78	106	5	101	9	6	102	-4
CNS(=O)(=O)c1ccc(NC(=O)Nc2cccc(F)c2)cc1	113	95	-10	94	20	-10	93	-5

# Already shown: entries from further up.
Structure	Yeast superoxide	RPL19A TOR yeast	procasp7 counter	MEP2-GFP yeast	AHR act	procasp3 activ	LAP4-GFP MLPCN	GASC-1 inh
COc1ccc(/C=N/Nc2nc(-c3ccc(C)cc3)c(C#N)c(=O)[nH]2)cc1	86	91	1	124	1	9	83	-4
N#CCC(=O)Nc1ccc(C(F)(F)F)cc1N1CCOCC1	95	98	9	108	1	5	100	-27
O=C(NNC(=O)c1ccccc1F)c1ccc2[nH]c(=O)c(=O)[nH]c2c1	89	99	7	106	4	-3	97	7
O=C(c1cnn(C(=O)CN2CCCC2=O)c1)c1ccccc1O	78	106	5	101	9	6	102	-4
CNS(=O)(=O)c1ccc(NC(=O)Nc2cccc(F)c2)cc1	113	95	-10	94	20	-10	93	-5

# (next part)
Structure	Yeast superoxide	RPL19A TOR yeast	procasp7 counter	MEP2-GFP yeast	AHR act	procasp3 activ	LAP4-GFP MLPCN	GASC-1 inh
CC(=O)c1cccc(NC(=O)C2CCN(C(=O)c3cccs3)CC2)c1	95	97	8	103	3	-6	84	-18
Cc1ccc(S(=O)(=O)NC(=O)COc2ccccc2C)cc1	118	98	7	106	0	-7	98	2
CCOC(=O)CCNC(=O)N1CCCC(Cc2ccccc2)(C(=O)OCC)C1 (centres undefined)	98	100	0	104	0	9	94	-10
Cc1cc(C)n2nc(-c3cnn(C)c3C(F)(F)F)c(Cl)c2n1	95	94	-8	95	-3	-3	111	-4
O=C(CSc1ncccc1C(=O)O)c1ccccc1F	96	97	11	100	4	-5	109	11
COC(=O)c1sccc1NC(=O)c1cnc2cc(C)nn2c1C	126	122	9	102	11	3	114	8
CCOC(=O)C1CCCN(c2nc3ccccc3nc2NS(=O)(=O)c2ccc(C)cc2)C1 (centres undefined)	98	106	-13	100	0	-8	104	1
Cc1cccc(-n2c(CNC(=O)c3ccc(S(=O)(=O)N4CCCCC4)cc3)n[nH]c2=S)c1	79	87	0	90	2	-3	93	10
COc1cccc2c1C(CO)N1C(C#N)C3CC(C(=O)O)C(C1C2)N3C (centres undefined)	108	97	7	114	-3	4	101	.
COc1ccccc1OCC(=O)N/N=C/C=C/c1ccc([N+](=O)[O-])o1	109	99	-9	101	6	-14	111	0
Cc1cc(C(=O)CN2C(=O)NC3(CCCCC3)C2=O)c(C)n1Cc1ccco1	97	96	2	87	13	3	89	-4
O=C1NC2(CCCCC2)C(=O)N1Cc1cc(=O)n2ccsc2n1	96	99	1	95	-1	4	106	-12

# The list goes on.
Structure	Yeast superoxide	RPL19A TOR yeast	procasp7 counter	MEP2-GFP yeast	AHR act	procasp3 activ	LAP4-GFP MLPCN	GASC-1 inh
Cc1ccc(C)c(-n2c(CNC(=O)c3ccco3)nnc2SCC(=O)Nc2nccs2)c1	104	99	0	109	-1	-4	99	.
Cc1ccc(-c2csc(NC(=O)c3cccc([N+](=O)[O-])c3)n2)cc1	93	95	-2	99	1	7	89	10
O=C(O)C#Cc1cccc2ccccc12	104	98	-2	120	10	-9	104	7
CC(C)CN(C(=O)COC(=O)CCCc1nc2ccccc2s1)c1c(N)n(Cc2ccccc2)c(=O)[nH]c1=O	87	101	1	104	3	-7	110	-1
N#CC1=C(N)NC(SCc2ccccc2)=C(C#N)C12CCCC2	105	108	3	93	30	4	99	0
O=C(Nc1nnc(Cc2ccccc2)s1)c1ccccc1	90	99	-4	102	54*	6	87	-14
C=CCn1c(=S)[nH]c2ccc(Br)cc2c1=O	118	98	-1	100	17	-4	98	-23
CCCCN1C(=O)CCC(C(=O)O)C1c1ccc(OC)cc1 (centres undefined)	91	105	1	108	0	9	100	18
CN1CCN(c2ccc(NC(=O)c3ccc4c(c3)OCCO4)cc2)CC1	122	106	3	106	12	-7	93	-2
Cc1ccccc1C(=O)c1cccn1CC(=O)NCCCN1CC(C)CC(C)C1 (centres undefined)	96	98	5	95	-2	2	98	8
Cc1nccn1Cc1ccccc1	108	100	2	97	0	-12	114	-5
CCN(CC(=O)NCc1ccc(Cl)cc1)C(=O)c1cc(S(=O)(=O)NCc2ccccc2)ccc1C	79	100	-3	95	6	-1	77	-39
COc1ccc(Cc2nnc(SCC(=O)c3cccc([N+](=O)[O-])c3)n2C)cc1	101	99	-19	103	1	-11	105	-3
O=c1c(C(c2ccccc2)c2c(O)nc3n(c2=O)CCS3)c(O)nc2n1CCS2	109	102	4	105	-3	-3	94	2
O=C(CCC(=O)Nc1ccccc1)NNC(=O)COc1ccccc1	96	99	6	100	-1	12	86	-2
